From PubChem
p53null 32C tox: p53 null cell cytotoxicity, permissive temperature; 55,000 compounds, 0.62% hits; AID 903; Potency, µM (highest dose often 46.1 µM), for the others: at the highest dose activity change, negative = cytotoxicity, hits mostly cytotoxic; H1299-neo p53 null cells, ATP luminescence, 24 h, 32C;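 note: 0% = DMSO only and -100% = full killing by 100 µM tamoxifen; nearly all actives have a fitted effect of over 55% in size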
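H1299-neo, 600 cells/well; overnight 37C; cpd up to 46 uM, 24 h at 32C; ATPlite luminescence after 20 min RT; normalized to DMSO (0%) and tamoxifen 100 uM (100% kill); Hill-fit AC50.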
p53null 39C tox: p53 null cell cytotoxicity, nonpermissive temperature; H1299 p53-null (neo) cells, 39C, ATPlite viability, 24 h; Potency, µM (doses to about 46.1 µM), for the others: top-dose activity, negative = cell killing, most hits filed as cytotoxic; 55,000 compounds, 0.97% hits;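 note: 0% = DMSO only and -100% = full killing by 100 µM tamoxifen; nearly all actives have a fitted effect of over 50% in size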
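H1299 lung cancer cells, p53-null (H1299-neo) or expressing p53 A138V (H1299-p53A138V), were plated overnight at 37C, then exposed to compounds at up to 46 uM for 24 hr at 39C. Viability was read by ATP-based luminescence.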
* = called active by the depositor; ? = inconclusive; [ ] = remark or other dose. Calls come from the whole dose curve; as a rule, active = well fitted cell-killing curve with a large enough effect; inconclusive = small, poorly fitted or top-dose-only effect; inactive = no such curve, though single readings can be large or run the other way. Potency is the fitted concentration of half-maximal effect. Some of the compounds tested; the hit share may differ from the screen's.

Values run as follows: p53null 32C tox	p53null 39C tox
> Cc1ccccc1-c1nsc(SCC(=O)Nc2ccc3c(c2)OCO3)n1
 : 12.6%	-2.6%
> S=c1nc(-c2ccccc2Br)[nH][nH]1
 : -0.3%	4.1%
> COc1ccc(C(=O)OCCNC(=O)c2ccncc2)cc1OC
 : -1.3%	18.6%
> CCOC(=O)c1ccc(NC(=O)CSc2nnc(C3CC3)n2CC)cc1
 : -4.2%	-5.7%
> CCOC(=O)c1nn(-c2ccc(OCC)cc2)c2nc(CC(C)C)c(C#N)c(=O)n12
 : -5.2%	18.4%
> Cc1ccc2c(N)c(C(=O)N(c3ccccc3)c3ccccc3)sc2n1
 : -1.0%	-3.3%
> C=CCNC(=S)NNC(=O)c1ccc(OCCC)cc1
 : 6.1%	4.6%
> CCN1CCN(C(=O)C2(NC(=O)Nc3cccc(F)c3)CCCCC2)CC1
 : 6.1%	-11.5%
> CC(=O)Nc1cc(NC(=O)C2C3C=CC(C3)C2C(=O)O)ccc1Cl (stereo not given)
 : -4.5%	-15.4%
> COc1ccc(CCNC(=O)C2CCN(S(=O)(=O)c3ccc(Cl)cc3)CC2)cc1OC
 : -17.3%	-8.4%
> Cc1ccc(S(=O)(=O)Cn2nnnc2C(c2ccccc2)N2CCN(c3ccccc3)CC2)cc1 (stereo not given)
 : -3.3%	-3.8%
> CCS(=O)(=O)n1nc(-c2ccc(Cl)cc2)nc1SCc1ccccc1
 : -6.1%	-1.8%
> O=C(COC(=O)CCc1c[nH]c2ccccc12)NC1CCS(=O)(=O)C1 (stereo not given)
 : -0.8%	-7.0%
> CC(C)(C)C(=O)Nc1cc(C(F)(F)F)ccc1N1CCOCC1
 : -9.7%	-16.1%
> CC(Nc1cc(=O)n(C)c(=O)n1C)c1ccccc1 (stereo not given)
 : 6.1%	-11.5%
> O=c1[nH]c2ccc(S(=O)(=O)N3CCCCC3)cc2[nH]c1=O
 : 8.0%	7.0%
> O=S(=O)(c1cc(Cl)cc(Cl)c1)N1CCCC1c1nc2ccccc2s1 (stereo not given)
 : 3.8%	0.6%
> COc1ccnc(CSC(N)=Nc2ccccc2OC)c1
 : -9.2%	0.3%
> CCOc1nc(Nc2cc(Cl)ccc2OC)nc(OCC)n1
 : -5.0%	6.7%
> O=C(c1cnc2n(c1=O)CCS2)N1CCCc2ccccc21
 : -6.7%	5.5%
> Cc1ccc(C)c(S(=O)(=O)NCc2ccc(C(=O)NCc3ccco3)cc2)c1
 : 7.4%	21.9%
> Cc1c(N2C(=O)/C(=C\c3ccc(N(C)C)cc3)N(C)C2=S)c(=O)n(-c2ccccc2)n1C
 : -2.8%	-2.7%[1.84 µM]
> COC(=O)CSc1nc2c(c(C3CC=CCC3)c1C#N)CCC2 (stereo not given)
 : -3.0%	-8.1%
> Cc1cc(C)cc(N2CCCC2=O)c1
 : -13.6%	-16.6%
> Cc1ccc(Nc2nc(N)nc(CSc3nncn3C)n2)cc1
 : ?	?
> Cc1ccc(-n2nnc3c(=O)n(Cc4cc(C)ccc4C)cnc32)cc1
 : -2.5%	6.7%
> O=C/C(=C\Nc1ccccn1)c1nc2cc(Cl)ccc2o1
 : 12.8%	0.8%
> O=c1cc(COn2nnc3ccc(C(F)(F)F)cc32)nc2sccn12
 : 1.5%	3.7%
> CCN1CCN(C2=C(Cl)C(=O)N(Cc3ccccc3)C2=O)CC1
 : 1.1%	5.7%
> CCCCCCOc1ccc(OC(=O)c2ccncc2)cc1
 : -17.9%	4.5%
> COc1cc(S(=O)(=O)N2CCC(c3nc4ccccc4s3)CC2)ccc1S(=O)(=O)NC1CCCC1
 : -3.9%	24.8%
> COc1ccc(NC(=O)CSc2nnc(Cn3c(=O)sc4ccccc43)n2C)cc1
 : -8.5%	-7.5%
> C=CCNC(=O)/C(C#N)=C/c1ccccc1OCc1ccc(C(=O)OC)cc1
 : 7.7%	24.8%
> CCOc1ccc(NC(=O)CSc2nnc(C)n2Cc2ccccc2)cc1
 : -6.5%	-0.4%
> Brc1cccc(Cn2c(-c3cncs3)nc3ccccc32)c1
 : 2.6%	?
> O=C(CSc1nc2ccsc2c(=O)n1NC(=O)c1ccccc1)Nc1nccs1
 : 6.8%	0.9%
> c1coc(CNC2CCCCC2)c1
 : -2.8%	6.9%
> Cc1ccccc1Nc1nnc(SCC(=O)Nc2ccccc2[N+](=O)[O-])s1
 : -10.4%	?
> Cc1cc(-n2c(C)cc(C(=O)CSc3nnnn3-c3ccc(Cl)cc3)c2C)no1
 : -3.7%	-9.4%
> CCN(c1cccc(C)c1)S(=O)(=O)c1ccc2c3c(cccc13)C(=O)N2
 : 11.9%	2.6%
> CCSc1nnc(NC(=O)CSc2nc3c(c(=O)n2-c2ccccc2OC)SCC3)s1
 : 12.4%	-8.1%
> NC(=O)CSc1nc2ccccc2c(=O)n1Cc1ccco1
 : -2.5%	4.2%
> Cc1ccc(CNC(=O)COC(=O)CSc2cc(C)c(Br)cc2C)cc1
 : 12.1%	13.0%
> CCOC(=O)c1nn(-c2ccc(F)cc2)c2nc(CC(C)C)c(C#N)c(=O)n12
 : -5.1%	-9.1%
> CC1(C)OC(=O)N(c2ccccc2)C12C=Cc1c(ccc3ccccc13)O2 (stereo not given)
 : 11.3%	9.0%
> CNC(=O)Nc1cccc(C(F)(F)F)c1
 : -11.5%	13.7%
> CC1Cc2nc(SCC(=O)N3CCCc4ccccc43)n(C)c(=O)c2S1 (stereo not given)
 : -0.4%	-14.3%
> Cc1ccc(-c2nnc(SCC(=O)N3CC(C)CC(C)C3)o2)cc1C (stereo not given)
 : -3.0%	3.3%
> O=C(NCc1ccc(F)cc1)c1cc2sccc2n1Cc1ccc(F)cc1
 : -0.6%	19.7%
> O=C(Cn1cnc2c(nnn2Cc2ccc(F)cc2)c1=O)NCc1ccc2c(c1)OCO2
 : 4.3%	-0.8%
> Cc1cc2n(n1)SC(Nc1cccc3ccccc13)N2 (stereo not given)
 : 0.5%	-1.4%
> Cc1ccc(C(NC(=O)NC(C)c2ccccc2)C(Cl)(Cl)Cl)cc1F (stereo not given)
 : 21.2%	10.3%[1.84 µM]
> CCOC(=O)N1CCN(C(=O)Nc2ccc3nccnc3c2)CC1
 : -6.1%	12.5%
> N#Cc1cc(Oc2ccccc2)c(-n2nnc3ccccc32)cc1C#N
 : 2.9%	18.1%
> O=C(NCCCc1ccccc1)C1CC(=O)N(c2ccc3c(c2)OCCO3)C1 (stereo not given)
 : 6.5%	12.7%
> CCN(c1ccccc1)c1cc(C)nc2nc(C)nn12
 : 3.0%	8.8%
> C=CCn1c(SCC(=O)c2[nH]c(C)c(C(=O)OCC)c2C)nc2scc(-c3ccc(OC)c(OC)c3)c2c1=O
 : -5.9%	0.8%[1.84 µM]
> Cc1ccc(CNc2oc(-c3ccco3)nc2C#N)cc1
 : 4.4%	-12.3%
> CC1CCCN(C(=O)C2CCN(CC(C)c3ccccc3)CC2)C1 (stereo not given)
 : 4.2%	10.6%
> O=C(CCC(=O)c1cccs1)NCc1ccccc1
 : 8.4%	-7.3%

Nothing new here: 22 of the compounds above.
Values run as follows: p53null 32C tox	p53null 39C tox
> Cc1ccccc1-c1nsc(SCC(=O)Nc2ccc3c(c2)OCO3)n1
 : 12.6%	-2.6%
> S=c1nc(-c2ccccc2Br)[nH][nH]1
 : -0.3%	4.1%
> COc1ccc(C(=O)OCCNC(=O)c2ccncc2)cc1OC
 : -1.3%	18.6%
> CCOC(=O)c1ccc(NC(=O)CSc2nnc(C3CC3)n2CC)cc1
 : -4.2%	-5.7%
> CCOC(=O)c1nn(-c2ccc(OCC)cc2)c2nc(CC(C)C)c(C#N)c(=O)n12
 : -5.2%	18.4%
> Cc1ccc2c(N)c(C(=O)N(c3ccccc3)c3ccccc3)sc2n1
 : -1.0%	-3.3%
> C=CCNC(=S)NNC(=O)c1ccc(OCCC)cc1
 : 6.1%	4.6%
> CCN1CCN(C(=O)C2(NC(=O)Nc3cccc(F)c3)CCCCC2)CC1
 : 6.1%	-11.5%
> CC(=O)Nc1cc(NC(=O)C2C3C=CC(C3)C2C(=O)O)ccc1Cl (stereo not given)
 : -4.5%	-15.4%
> COc1ccc(CCNC(=O)C2CCN(S(=O)(=O)c3ccc(Cl)cc3)CC2)cc1OC
 : -17.3%	-8.4%
> Cc1ccc(S(=O)(=O)Cn2nnnc2C(c2ccccc2)N2CCN(c3ccccc3)CC2)cc1 (stereo not given)
 : -3.3%	-3.8%
> CCS(=O)(=O)n1nc(-c2ccc(Cl)cc2)nc1SCc1ccccc1
 : -6.1%	-1.8%
> O=C(COC(=O)CCc1c[nH]c2ccccc12)NC1CCS(=O)(=O)C1 (stereo not given)
 : -0.8%	-7.0%
> CC(C)(C)C(=O)Nc1cc(C(F)(F)F)ccc1N1CCOCC1
 : -9.7%	-16.1%
> CC(Nc1cc(=O)n(C)c(=O)n1C)c1ccccc1 (stereo not given)
 : 6.1%	-11.5%
> O=c1[nH]c2ccc(S(=O)(=O)N3CCCCC3)cc2[nH]c1=O
 : 8.0%	7.0%
> O=S(=O)(c1cc(Cl)cc(Cl)c1)N1CCCC1c1nc2ccccc2s1 (stereo not given)
 : 3.8%	0.6%
> COc1ccnc(CSC(N)=Nc2ccccc2OC)c1
 : -9.2%	0.3%
> CCOc1nc(Nc2cc(Cl)ccc2OC)nc(OCC)n1
 : -5.0%	6.7%
> O=C(c1cnc2n(c1=O)CCS2)N1CCCc2ccccc21
 : -6.7%	5.5%
> Cc1ccc(C)c(S(=O)(=O)NCc2ccc(C(=O)NCc3ccco3)cc2)c1
 : 7.4%	21.9%
> Cc1c(N2C(=O)/C(=C\c3ccc(N(C)C)cc3)N(C)C2=S)c(=O)n(-c2ccccc2)n1C
 : -2.8%	-2.7%[1.84 µM]

The listing continues:
Values run as follows: p53null 32C tox	p53null 39C tox
> CCOCC(=O)Nc1sc2c(c1C(=O)OCC)CCCC2
 : -7.1%	-2.1%
> CC(=O)c1cccc(NC(=O)CSc2nnc(-c3cccnc3)o2)c1
 : -7.1%	-9.5%
> CCNc1nc(NCC)nc(SCCOC(=O)Nc2ccccc2)n1
 : -2.8%	1.3%
> CC(C)CC1C(C#N)=C(N)Oc2n[nH]c(-c3ccccc3)c21 (stereo not given)
 : 11.6%	18.9%
> CSc1ncc(Cl)c(C(=O)C(C#N)c2nc3c(C)cc(C)cc3c(=O)[nH]2)n1 (stereo not given)
 : 5.9%	4.0%
> COc1ccc(CNC(=O)C2COc3ccccc3O2)cc1 (stereo not given)
 : 2.1%	-6.3%
> COc1ccccc1C(c1nnnn1Cc1ccccc1)N1CCN(C2CCCC2)CC1 (stereo not given)
 : -7.5%	-4.6%
> CCN1CCN(CCNC(=O)c2cn(Cc3ccccc3F)nn2)CC1
 : -2.8%	17.2%
> CCc1ccc(NC(=O)CSc2nc3n[nH]c(C)c3c(=N)n2-c2cccc(OC)c2)cc1
 : -11.5%	-13.2%
> Cc1nnc(SCc2ccon2)n1-c1ccccc1
 : 5.1%	6.7%
> Cc1noc(C(=O)NCc2ccco2)c1Cl
 : 8.6%	16.1%
> Cc1ccc(-n2c(-c3ccccc3)nnc2-c2cccs2)cc1
 : 3.7%	15.5%
> COCCn1c(NCc2ccc(C)cc2)nc2c1c(=O)[nH]c(=O)n2C
 : -3.9%	-12.4%
> Cc1cc(NC(=O)CC(C)(C)C)nc2c1c(=O)oc1ccccc12
 : 14.2%	0.6%
> O=C(NC(NC(=O)c1ccccc1)C(=O)c1ccccc1)c1ccccc1
 : 3.5%	23.0%
> Cc1cc(S(=O)(=O)Nc2ccccc2C)ccc1F
 : -7.4%	1.3%
> O=C(COc1ccc(Cl)cc1Cl)Nn1c(=S)[nH]c2ncccc2c1=O
 : 0.1%	11.1%
> Cc1cccc(NC(=O)CSc2nnc(-c3ccccc3C)o2)c1
 : -20.3%	10µM*
> CC1=C(C(=O)OC(C)C)C(c2cccnc2)C2=C(CC(C)(C)CC2=O)N1 (stereo not given)
 : 10.4%	-5.1%
> O=C(NCCCn1ccnc1)c1cccnc1
 : -4.2%	6.6%
> CCCCCCCCC(=O)Nc1cc(C)ccc1OC
 : 2.5%	6.9%
> CC1CCCCC1NC(=O)C(=O)NCC1CCCO1 (stereo not given)
 : 1.7%	18.5%
> COc1ccc(NC(=O)C2CCCN2C(=O)Nc2ccccc2)cc1OC (stereo not given)
 : -12.8%	-5.3%
> CCOCCOc1nc2c(c(=O)n(C)c(=O)n2C)n1CCc1ccccc1
 : 4.0%	3.0%
> O=C(N/N=C/c1c[nH]c2ccccc12)c1cc(-c2ccc3ccccc3c2)n[nH]1
 : ?	?
> CC(C)n1c(=NC(=O)c2ccco2)c(C#N)cc2c(=O)n3ccccc3cc21
 : 1.1%	4.8%
> CC(NC(=O)C1CC1)C(c1cccs1)N1CCN(c2ccccc2)CC1 (stereo not given)
 : -3.4%	3.9%
> CCC1CCCCN1CCNC(=O)CCS(=O)(=O)c1ccc(Br)cc1 (stereo not given)
 : 1.7%	9.0%
> COc1cc(S(=O)(=O)N2CCC(c3nc4ccccc4s3)CC2)ccc1S(=O)(=O)N1CC(C)CC(C)C1 (stereo not given)
 : -1.1%	2.2%
> COc1ccc(-c2nnc(SCC(=O)N3CCOCC3)n2C)cc1OC
 : -3.9%	-10.3%
> CCCCCC(=O)Nc1nc2ccccc2[nH]1
 : -2.0%	13.6%
> O=C(Nc1cnn(Cc2ccc(Cl)cc2Cl)c1)c1noc2c1CCCC2
 : 9.1%	17.1%
> CC1CCCCN1C(=O)Cn1cc(C#N)c2ccccc21 (stereo not given)
 : -14.8%	-0.9%
